PGE2 EP2 inh: inhibitors of human EP2 prostaglandin E2 receptor; inhibition, % at 25 µM; C6 glioma cells expressing human EP2, cAMP TR-FRET; cells stimulated with saturating PGE2; 260,000 compounds, 0.52% hits; P43116;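 active = percent inhibition above 40 after rounding to a whole number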;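 note: rat C6 glioma host cells with rolipram phosphodiesterase inhibitor present; the protocol text gives 20 µM as final concentration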
Target sequence (P43116 whole entry, looked up): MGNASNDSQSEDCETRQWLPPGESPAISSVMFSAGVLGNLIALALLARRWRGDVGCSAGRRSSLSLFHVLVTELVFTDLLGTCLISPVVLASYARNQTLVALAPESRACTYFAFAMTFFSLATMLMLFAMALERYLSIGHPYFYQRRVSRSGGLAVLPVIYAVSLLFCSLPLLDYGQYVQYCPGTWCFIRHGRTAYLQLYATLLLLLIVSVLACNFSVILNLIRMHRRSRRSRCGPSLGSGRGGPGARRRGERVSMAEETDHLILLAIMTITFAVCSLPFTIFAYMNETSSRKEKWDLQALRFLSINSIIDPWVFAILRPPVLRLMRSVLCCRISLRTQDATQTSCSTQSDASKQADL
FXIa inh: blocks human coagulation factor XIa protease activity; P03951; purified FXIa, Boc-Glu-Ala-Arg-AMC fluorogenic substrate; inhibition, % at 5 µM; 220,000 compounds, 0.14% hits; AID 798;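 active = inhibition of at least 40%; inactive = inhibition below 40%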;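 note: fluorescence of freed AMC excited at 355 nm; 0% = enzyme without compound and 100% = no enzyme blank; many of its hits are not listed in these tables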
FXIIa inh 1536: factor XIIa (human) inhibition; purified FXIIa, Boc-QGR-AMC fluorogenic substrate, 2 h; inhibition, % at 5 µM; 220,000 compounds, 0.3% hits; AID 800; in the data active = inhibition above about 40%;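 note: 0% = enzyme with no compound and 100% = blank without enzyme; many of its hits are not listed in these tables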
Target sequence (P00748 20-372 limits assumed): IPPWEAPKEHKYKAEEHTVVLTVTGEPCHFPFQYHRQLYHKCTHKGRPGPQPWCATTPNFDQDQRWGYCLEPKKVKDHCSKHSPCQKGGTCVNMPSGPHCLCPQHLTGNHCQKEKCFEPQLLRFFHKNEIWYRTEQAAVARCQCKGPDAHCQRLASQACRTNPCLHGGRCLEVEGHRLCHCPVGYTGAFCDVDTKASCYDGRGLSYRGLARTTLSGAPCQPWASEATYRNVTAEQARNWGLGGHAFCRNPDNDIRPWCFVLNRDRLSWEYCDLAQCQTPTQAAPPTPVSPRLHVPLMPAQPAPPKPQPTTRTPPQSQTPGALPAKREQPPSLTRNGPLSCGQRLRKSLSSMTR
Target sequence (P00748 373-615 limits assumed): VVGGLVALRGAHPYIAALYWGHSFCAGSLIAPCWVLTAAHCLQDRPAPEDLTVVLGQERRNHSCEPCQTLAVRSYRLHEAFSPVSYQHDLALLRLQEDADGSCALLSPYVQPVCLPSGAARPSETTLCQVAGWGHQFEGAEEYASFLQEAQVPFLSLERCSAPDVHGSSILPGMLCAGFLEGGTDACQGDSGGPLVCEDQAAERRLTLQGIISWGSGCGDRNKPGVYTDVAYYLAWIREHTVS
TNF necrop inh: TNF-alpha cell death inhibition in Jurkat FADD-/- cells. Jurkat FADD-/- TNF necroptosis rescue, ATP luminescence, 24 h; 0 = TNF only, 100 = no-TNF cells. activation (protection from cell death), % at 10 µM. 220,000 compounds, 0.068% hits. AID 463075;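 active = activation, meaning protection from cell death, of at least 50% relative to plate controls; inactive = activation below 50%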;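 note: necroptosis triggered by 40 ng/mL TNF-alpha added together with compound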
zVAD death inh: L929 zVAD cell death inhibition; AID 1377; L929 zVAD necroptosis rescue, ATP luminescence, 24 h; with zVAD 60 µM; 220,000 compounds, 0.38% hits; viability rescue, % at 10 µM;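 active = activation, scaled between plate controls, above about 75%, limit read from the data; inactive = activation under that limit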;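 note: 0% = zVAD with DMSO and 100% = DMSO alone without zVAD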
CHOP inh: inhibitors of CHOP induction in ER stress response; CHO-K1 CHOP-promoter luciferase, tunicamycin-induced, 15-18 h; inhibition, % at 10 µM; 220,000 compounds, 3.8% hits;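 active = compounds that reduced the stress-induced luciferase reporter signal by more than about 70% of percent inhibition, limit read from the data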;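 note: 0% = tunicamycin plus vehicle and 100% = wells without tunicamycin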
PPC-1+TRAIL kill: kills PPC-1 cancer cells in the presence of TRAIL | 220,000 compounds, 0.41% hits | cell killing (% activity), % at 4 µM | PPC-1 cells + TRAIL, ATPLite viability luminescence | AID 1443;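 active = cell killing above 50% in the first pass at 4 µM, then a duplicate retest at 5 µM averaging 50% or more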;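 note: plate controls were cells with TRAIL plus DMSO for no effect and medium-only wells lacking cells for full effect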
TbHK1 inh: blocks Trypanosoma brucei hexokinase 1 activity | 220,000 compounds, 0.11% hits | inhibition, % at 10 µM | recombinant TbHK1, G6PDH-coupled NADH A340 | AID 1430;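 active = inhibition of 50% or more in the single-dose primary screen; inactive = inhibition below 50%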
Wee1 degr inh: blocks degradation of human Wee1 kinase. P30291. reporter increase, % at 5 µM. HeLa Luc-Wee1K328M stability, luciferase luminescence; 100% = proteasome inhibitor MG132 effect. 220,000 compounds, 1.2% hits;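 active = activation above the mean of all tested compounds plus 3 SD, set per screening run, cut at about 8.8% in these data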;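 note: cells exposed to compound for 20 h before luminescence read; 0% = DMSO alone and 100% = MG132 at 30 µM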
* hit, by the source's call; . = not tested or not shown; & = joins results of further samples; [ ] = another dose, or the depositor's remark.

SMILES	PGE2 EP2 inh	FXIa inh	FXIIa inh 1536	TNF necrop inh	zVAD death inh	CHOP inh	PPC-1+TRAIL kill	TbHK1 inh	Wee1 degr inh
O=C(CCCn1cnc([N+](=O)[O-])n1)Nc1ccc(Cl)c(Cl)c1	13	5	15	8.0	0.0	-9	-3	-5	-2
CC(=O)c1ccc(NC(=O)C(C)NCc2ccc(Cl)cc2)cc1 (stereo unspecified)	6	8	8	2.0	3.0	-4	9	0	0
CCOc1ccc(N2C(=O)Nc3ccccc3C2(O)C(=O)NCc2ccccc2)cc1 (stereo unspecified)	14	0	11	1.2	10	11	11	-9	0
O=C(CSc1nncn1-c1ccccc1)Nc1cccc(S(=O)(=O)N2CCCCC2)c1	2	-1	5	1.6	0.3	34	29	35	-2
NC(=O)CSc1nc2ccccc2n1-c1ccccc1	6	6	12	-1.8	0.0	12	2	5	-3
O=C(CCCSc1ccccc1)Nc1nc(-c2ccccn2)cs1	24	-6	0	-1.5	-1.0	-44	9	4	0
CCOC(=O)Cn1c(=NC(=O)C2COc3ccccc3O2)sc2cc(S(N)(=O)=O)ccc21 (stereo unspecified)	11	1	4	2.7	0.3	23	13	-9	-1
N#C/C(=C/c1ccc(Sc2nc3ccccc3[nH]2)o1)c1cccc(F)c1	1	0	5	-4.7	-0.3	50	30	-7	-2
CCCCN(CC)S(=O)(=O)N1CCC(C(=O)NCCCN2CCOCC2)CC1	.	18	12	0.5	0.6	8	4	6	0
Cc1[nH]nc(-c2ccc(OCc3cnn(-c4ccccc4)c3)cc2O)c1Oc1ccccc1F	8	-3	15	-2.4	0.3	-1	9	-13	1
O=C1NC(c2ccccc2)C(C(=O)c2cccs2)=C1O (stereo unspecified)	14&12	7	12	-1.1	-0.1	36	-15	-19	-1
O=c1cc(-c2ccccc2)oc2cc(OCc3ccccc3)cc(O)c12	8	0	7	0.3	1.8	23	-21	11	-1
O=C(Oc1ccc(N(C(=O)c2ccncc2)S(=O)(=O)c2ccc(Cl)cc2)cc1)c1ccncc1	0	3	20	1.5	1.9	7	-9	-13	0
COc1ccc(-c2csc(C)n2)cc1	9	5	14	1.0	0.3	-5	-8	4	9.0*
Cc1cccc(C)c1NC(=O)NCCSc1snnc1C	3	-5	5	0.6	1.6	-8	-7	0	0
CCOc1ccc(-c2nc3ccccc3c(=O)o2)cc1	8	-4	2	-0.5	0.3	54	54*[5 µM]	-4	0
COc1cc(NC(=S)NC(=O)c2cccs2)ccc1NC(=O)C(C)C	10	0	7	0.4	0.6	-12	24	6	3
Cc1ccc(S(=O)(=O)N(C)C)cc1-n1c(SCC(=O)Nc2ccc(F)cc2)nc2ccccc2c1=O	12	5	13	3.9	-0.1	11	5	-4	0
CC(=O)/C=C\c1cn(-c2ncc(C(F)(F)F)cc2Cl)c2ccccc12	15	3	19	-13	-0.3	-8	-16	-22	-1
COc1ccc(CNC(=O)COC(=O)C2=COCCO2)cc1	14	14	25	0.1	0.3	14	0	2	3
NC(=O)C1=C[C@@H](C2CCCCC2)C[C@@H](OCCCCO)O1	5	1	10	-0.6	-0.2	19	-25	-10	3
CC(C)CC(NC(N)=O)C(=O)Nc1ccc2c(c1)OCO2 (stereo unspecified)	6	0	10	1.4	0.8	-4	37	-11	-1
O=C(Cc1ccccc1)Nc1ccc(NC(=O)c2cccs2)cc1	4	6	10	4.5	0.8	5	-8	10	0
O=C(NCCNC(=O)c1cc(OCC(F)(F)F)ccc1OCC(F)(F)F)Nc1cccc(C(F)(F)F)c1	9	2	4	-3.8	0.9	104*	11	3	-1
NC(=O)c1oc2ccccc2c1NC(=O)c1ccccc1	31	-3	17	0.2	0.4	40	-7	-8	-1
Cc1ccc(C)c(S(=O)(=O)NCCCn2ccnc2)c1	9	2	4	1.6	0.2	8	6	12	0
C#CCOCCOCCOCCNc1nc(N2CCN(C(=O)[C@H](CCCCN)n3cc([C@@H](N)CC(C)C)nn3)CC2)nc(N2CCN(C(=O)[C@H](Cc3cc4ccccc4[nH]3)n3cc([C@@H](N)Cc4ccc(O)cc4)nn3)CC2)n1	11	0	8	2.1	-0.5	-3	9	-1	-2
Cc1cccc(C)c1NC(=O)Cn1nnc(-c2ccc(CN3CCC(C)CC3)cc2)n1	7	-2	9	0.5	-1.4	19	12	4	-1
Fc1ccc(C2=NN(c3ccccc3)C(c3ccco3)C2)cc1 (stereo unspecified)	14	-8	-2	-0.8	1.5	68	14	-3	1
O=c1cc(-c2ccccc2)[nH]n1-c1nc2ccccc2[nH]1	7	3	15	-13	0.2	-45	7	-2	1
Cc1cc(C(=O)OCC(=O)NCCCN2CCCC2=O)c2ccccc2n1	6	3	10	-1.3	-0.2	21	12	0	4
Cc1ccc(S(=O)(=O)N2CCOCC2)cc1C(=O)NC(=S)N1CC(C)CC(C)C1 (stereo unspecified)	7	1	3	-1.2	-0.4	6	0	-8	1
COc1ccccc1CC(=O)N(CCC#N)CCC#N	9	0	3	-0.6	-0.1	18	5	3	0
COc1ccc(C2(CN(C(C)=O)C(C)=O)CCCC2)cc1OC	18	4	11	-0.8	-0.3	16	-3	-8	2
CCN(CC)Cc1csc2ccc(Br)cc12	6	-4	7	-1.6	0.2	37	-13	3	1
COc1cccc(/C=N/Nc2nccnc2Cl)c1O	4	-3	2	-13	40	74*	45[5 µM]	-27	-4
O=C(NCCc1c[nH]c2ccccc12)[C@@H]1C[C@H]1[C@@H](NP(=O)(c1ccccc1)c1ccccc1)c1ccccc1	8	10	21	-1.8	0.8	35	24	3	-1
COc1ccc(Cc2noc(CN3CCCC(OCc4ccccn4)C3)n2)cc1OC (stereo unspecified)	9	-2	5	0.0	-0.7	30	20	-9	-2
Cc1ccc2occ(C3N[C@H](C(=O)O)CS3)c(=O)c2c1 (stereo partly specified)	16	8	16	-1.6	0.3	6	5	-1	-2
COC(CNC(=O)C1CCCN1C(=O)OCc1ccccc1)OC (stereo unspecified)	3	0	6	0.0	1.8	2	-2	-4	8
CCOC(=O)C1=CN(C)C=C(C(=O)OCC)C1c1ccsc1	1	-2	0	-2.3	-0.9	15	8	-11	-2
CCOc1ncccc1C(=O)OCC(=O)N1CCN(S(=O)(=O)c2ccccc2)CC1	6	-11	11	-2.5	-0.2	51	-2	2	-1
C/C(=N\NC(=O)c1cccc(Cl)c1)c1cccc(NC(=O)C(C)C)c1	10	5	16	0.7	0.8	-5	15	2	0
CCCn1nc(C(=O)Nc2ccc(S(=O)(=O)Nc3nccs3)cc2)c2ccccc2c1=O	16	-2	6	-0.8	0.5	23	-18	-7	0
COc1ccccc1C(=O)Nc1ccc2c(c1)OCCO2	7	1	11	-5.3	0.4	-30	37	-1	2
Cc1cc(C)cc(N=Cc2c(O)c3ccccc3oc2=O)c1	8	-4	8	-11	2.4	55	-11	-9	-1
O=C(Nc1nnc(-c2ccncc2)o1)C1CCCCC1	4	5	7	-2.1	-0.2	2	7	0	1
COc1ccc(N2CCN(C(c3cc(OC)ccc3OC)c3nnnn3Cc3ccco3)CC2)cc1 (stereo unspecified)	10&5	10	9	3.8	1.1	-9	7	-5	4
O=C(CSc1nccc(-c2ccc(Br)cc2)n1)NCCc1ccccc1	3	2	22	-1.8	-0.6	46	3	0	1
Cc1cccc(/C=N/n2c(-c3ccco3)n[nH]c2=S)c1	4	0	9	2.2	0.2	3	-5	-15	-1
COCCn1c(N)c(N(Cc2ccccc2)C(=O)c2ccc3ccccc3c2)c(=O)[nH]c1=O	8	2	10	0.0	0.5	-17	9	-3	-1
COCCn1c(Cc2ccccc2)nnc1SCC(=O)N1CCOCC1	4&8	-12	1	-0.3	1.4	10	-12	-5	-3
Cc1ccc(C)c(CN2C(=O)C(C)Oc3ccc(C)cc32)c1 (stereo unspecified)	4	3	2	-0.2	-0.6	47	18	-2	3
COc1cccc(C(=O)Oc2cc3c4c(c2)C(C)=CC(C)(C)N4C(=O)C3=O)c1	6	0	-10	-21	0.4	7	0	1	-2
COc1ccc(-c2cc3nc(C)c(CCC(=O)NCc4ccc(F)cc4)c(C)n3n2)c(OC)c1	3	1	7	2.0	0.6	11	-47	-14	-1
CCc1nc(NCc2ccccc2)c(C#N)c2c1CCCC2	2	8	8	-0.1	0.7	57	14	-2	3
CC(C)[C@H](NC(=O)c1ccco1)C(=O)OCC(=O)Nc1ccccc1OC(F)F	2	2	5	-0.2	0.6	-20	14	-2	-1
NC(=O)c1c(NC(=S)Nc2ccccc2)sc2c1CCCC2	9	-1	6	0.2	2.8	-4	16	4	-1
COc1ccccc1Cc1noc(-c2cc(Cl)ccc2OC)n1	11	-14	5	-0.9	-0.1	-7	12	2	-2
COc1ccc(S(=O)(=O)Nc2ccc(S(=O)(=O)Nc3ccc(F)cc3)cc2)cc1C	21	8	19	2.1	0.0	-11	4	3	-5

Retrieved by structure from above:
SMILES	PGE2 EP2 inh	FXIa inh	FXIIa inh 1536	TNF necrop inh	zVAD death inh	CHOP inh	PPC-1+TRAIL kill	TbHK1 inh	Wee1 degr inh
CCOC(=O)C1=CN(C)C=C(C(=O)OCC)C1c1ccsc1	1	-2	0	-2.3	-0.9	15	8	-11	-2
C/C(=N\NC(=O)c1cccc(Cl)c1)c1cccc(NC(=O)C(C)C)c1	10	5	16	0.7	0.8	-5	15	2	0
COCCn1c(N)c(N(Cc2ccccc2)C(=O)c2ccc3ccccc3c2)c(=O)[nH]c1=O	8	2	10	0.0	0.5	-17	9	-3	-1
Cc1ccc(C)c(CN2C(=O)C(C)Oc3ccc(C)cc32)c1 (stereo unspecified)	4	3	2	-0.2	-0.6	47	18	-2	3
NC(=O)c1c(NC(=S)Nc2ccccc2)sc2c1CCCC2	9	-1	6	0.2	2.8	-4	16	4	-1

The list goes on.
SMILES	PGE2 EP2 inh	FXIa inh	FXIIa inh 1536	TNF necrop inh	zVAD death inh	CHOP inh	PPC-1+TRAIL kill	TbHK1 inh	Wee1 degr inh
COc1ccc(CCCc2nnc(SCC(=O)Nc3nc(C)cs3)n2C)cc1C	5&1	9	12	-0.8	0.0	36	-1	5	-1
CCOC(=O)C1CCN(C(C)=C2C(=O)c3ccccc3C2=O)CC1	31	1	16	-0.1	0.0	37	7	-37	5
O=C(Nc1nnc(-c2cccnc2)o1)c1cccc([N+](=O)[O-])c1	6	-3	2	1.0	0.1	-10	-24	-17	2
C=CCN(C(=O)CN1CCOCC1)c1nc(C)c(-c2ccccc2)s1	8	-8	10	-0.1	-1.0	36	20	2	-2
COCc1nnc(NC(=O)CCCOc2ccccc2OC)s1	1&7	-2	23	0.5	3.6	-39	-4	-4	-4
CCOC(=O)C1=NN(c2ccccc2C)C2=NC(C)=C(C(=O)OC)C(c3cccc(OC)c3)N12 (stereo unspecified)	6	7	12	0.5	0.8	-4	24	-23	2
CCC(C)[C@H]1CNC(=S)N1CCc1cccc2ccccc12 (stereo partly specified)	17	-5	6	-3.8	0.0	15	20	1	.
COc1ccc(Nc2nc3c([nH]2)c(=O)[nH]c(=O)n3C)cc1	7	5	6	-2.1	1.6	-4	13	1	-1
NS(=O)(=O)c1ccc(CCNC(=O)CNC(=O)C2CCCCC2)cc1	10	-1	10	1.3	1.0	10	4	-3	-2
Cc1cccc(-n2ccnc2CN2CCC(CO)(Cc3ccccc3)CC2)c1	2	4	13	0.3	-0.2	1	31	-11	2
O=C1C(=O)c2c(C(=O)c3ccccc3)coc2-c2ccccc21	45*	3	17	-14	0.0	52	5	9	-2
CN(C)c1ccc(/C=N/NC(=O)c2ccccn2)cc1	12	1	2	-15	-0.8	3	28	-59	1
O=C(c1ccc(COc2ccccc2Br)o1)N1CCN(c2ccccn2)CC1	4	8	16	-1.1	0.1	28	-1	-5	-1
CCOC(=O)CNC(=S)N1CCn2c(nc3ccccc32)C1	2	-7	-11	1.0	2.0	-5	.	8	0

This is a subset; rates above refer to the full screens.
